NCI-60 one-dose screen, 48 h, at 10 µM unless noted. Numbers give growth in % (100 = growth as untreated, 0 = no growth, -100 = all killed).
M14: M14 melanoma. hit rate 6.2% among 80,000. AID 1794745
EKVX: EKVX NSCLC; hit rate 3% among 71,000; AID 1794765
HOP-62: HOP-62 NSCLC; hit rate 3.9% among 80,000; AID 1794735
SK-MEL-28: SK-MEL-28 melanoma. hit rate 4.1% among 81,000
HOP-92: HOP-92 NSCLC cells; hit rate 6.3% among 71,000; AID 1794738
A549/ATCC: A549/ATCC NSCLC. hit rate 3.7% among 81,000
SK-MEL-5: SK-MEL-5 melanoma; hit rate 6.4% among 80,000
CCRF-CEM: CCRF-CEM leukemia; hit rate 7% among 77,000; AID 1794778
* marks the source's active call; other numbers are inactive results; / = no result given; & = joins results of further samples; [ ] = remark or other dose. Rule for the calls: active = growth percent below 10; inactive = the rest. Compounds were not picked by outcome. About 12% of those tested had a hit in this group.

Sample of the layout:
SMILES	M14	EKVX	HOP-62	SK-MEL-28	HOP-92	A549/ATCC	SK-MEL-5	CCRF-CEM
CC(C)CC[n+]1cccc(C(N)=O)c1	102	101	105	109	91	117	99	102
CCN1CCC(O)(C(C(=O)OC)c2ccccc2)CC1 (stereo unspecified)	101	112	96	117	90	107	99	104

All compounds of this part, from the first entry:
SMILES	M14	EKVX	HOP-62	SK-MEL-28	HOP-92	A549/ATCC	SK-MEL-5	CCRF-CEM
CC(C)CC[n+]1cccc(C(N)=O)c1	102	101	105	109	91	117	99	102
CCN1CCC(O)(C(C(=O)OC)c2ccccc2)CC1 (stereo unspecified)	101	112	96	117	90	107	99	104
Cc1cc(C)c2c(Cn3cc(Cn4c(=O)n(Cc5cn(Cc6cc(=O)oc7cc(C)cc(C)c67)nn5)c5ccccc54)nn3)cc(=O)oc2c1	98	104	99	99	110	94	88	105
COc1cc(C(=O)N(c2cccc(C(F)(F)F)c2)C(C(=O)NC2CCCCC2)c2ccc(OC)c(OC)c2OC)cc(OC)c1OC (stereo unspecified)	102	94	79	93	44	75	94	97
Cc1nc2c(N)nn(C)c2nc1C	105	124	100	102	100	105	115	101
O=S(=O)(Nc1ccc(O)cc1)c1ccccc1	97	86	116	115	85	91	104	96
O=c1c2sc3ncc(Cl)cc3c2ncn1-c1cccc(Cl)c1	84	/	84	97	29	69	99	/
NC(=O)CSc1oc(-c2ccccc2)nc1S(=O)(=O)c1ccc(F)cc1	98	97	108	112	64	96	95	93
CCOC(=O)c1cc(=O)[nH]c2ccccc12	88	66	92	96	73	101	97	98
CC([N+](=O)[O-])S(=O)(=O)c1ccccc1 (stereo unspecified)	103	98	94	105	105	101	102	123
Cc1cc2c(c(C)c1Cl)C(=O)/C(=C/c1ccccc1O)O2	83	77	78	99	80	88	74	72
Clc1ccc(Nc2cccc(-c3[nH]nc4ncccc34)c2)cc1	87	73	94	91	60	77	74	74
OCC1C(O)CON(c2ccccc2)C1c1ccccc1 (stereo unspecified)	100	108	100	104	95	98	103	106
COc1cc2c(cc1OC)C(Sc1ccc(F)cc1)c1c(nc(N)c(C#N)c1N)O2 (stereo unspecified)	/	-87*	11	-72*	-29*	-30*	-82*	-14*
O=C(NC1c2ccccc2Oc2ccccc21)OC1CCCCC1	83	83	45	94	46	72	93	96
COc1ccc(/C(C)=C(\c2ccc(OCCN3CCCCCC3)cc2)c2ccc(OC(=O)c3ccccc3)cc2)cc1	-39*	74	76	55	54	41	43	27
O=C1Nc2ccc(C(=O)O)cc2/C1=N/c1nnc(Sc2ccccc2)s1	104	104	95	112	102	100	104	100
C=C(C)[C@@H]1CC[C@]2(C(=O)N/N=C/c3cccnc3)CC[C@]3(C)[C@H](CC[C@@H]4[C@@]5(C)C/C(=C/c6cccnc6)C(=O)C(C)(C)[C@@H]5CC[C@]43C)[C@@H]12	84	52	99	97	77	58	85	70
COc1ccc(N(c2nc(-c3ccc(Br)cc3)cs2)C(C)C)cc1	98	92	102	108	99	97	103	99
CCCNC(=O)c1sc2ncnc(Oc3ccc(NC(=O)Nc4ccc(C)c(Cl)c4)cc3)c2c1C	94	84	/	106	/	75	91	/
CCC(CC)(Cc1ccccc1)C(=O)O	105	/	/	107	91	102	100	100
CCOC(=O)C1=C(N)N(c2ccc(Cl)cc2)C2=C(C(=O)CC(C)(C)C2)C1c1ccc(OC)cc1 (stereo unspecified)	103	97	122	111	114	105	99	107
CC/C(=C\c1cccc([N+](=O)[O-])c1)c1ccncc1	104	68	71	119	64	60	95	85
Cc1cc(NC(=O)c2ccc(C)c(Nc3nccc(-c4cccnc4)n3)c2)cc(-n2cnc(C)c2)c1	31	-57*	/	41	25	47	66	38
O=c1oc(-c2ccc(Cl)cc2Cl)nc2cc(Cl)ccc12	96	90	84	101	81	103	86	84
NC(N)=N/N=C/C=C/c1ccco1	94	104	/	108	93	96	131	98
NNC(=O)CO	102	96	100	107	92	106	103	77
CCC(c1ccc(O)cc1)C(CC)c1ccc(O)cc1 (stereo unspecified)	61	86	96	82	/	88	72	65
COc1cc(OC)c(/C=C/C(=O)c2c(OC)cc(NC(=O)CCC(=O)O)cc2OC)c(OC)c1	113	117	108	107	92	100	106	91
O=c1[nH]c2ccccc2n1C1CCN(CCOc2ccccc2)CC1	97	100	97	102	37	-23*	96	74
COc1ccc(C(=O)N/N=C/c2ccc(OC)c(Br)c2)cc1	98	98	103	105	119	96	95	105
CN1CCN(Cn2nc(-c3cc(F)c(Cl)cc3Cl)n(/N=C/c3ccc(N(C)C)cc3)c2=S)CC1	37	87	56	82	84	106	80	84
CCCCCc1cc[n+](/C=C/c2ccccc2)cc1	82	81	97	89	75	74	42	83
Cc1ccccc1C(=O)Oc1cc(Cl)c(Cl)cc1Cl	/	94	93	110	/	83	103	103
CCCCN(CCCC)c1ccc(C(=O)O)cc1	103	/	98	107	/	/	100	/
COc1ccc2c(c1)c(-c1nn3cc(-c4ccncc4)nc3s1)cn2C	107	78	67	114	12	99	86	44
CC(=O)NCC(N)=S	102	/	101	111	92	101	100	103
COc1ccc(Cn2cc(Cn3c(=O)c(-c4nc5ccccc5[nH]4)cc4ccccc43)nn2)cc1OC	109	102	96	108	118	97	96	113
c1cc(NCCc2ccncc2)nc(-n2cnc3ccccc32)c1	94	102	91	109	93	79	94	100
CN1CCN(c2ccc(Nc3nc(NCCNS(=O)(=O)c4ccc(Cl)cc4)c4sccc4n3)cc2)CC1	102	92	104	95	49	93	94	76
O=C(NCCO)c1ncc(-c2ccc(C(F)(F)F)cc2)c(NC2CCCCCC2)n1	109	/	99	92	103	94	91	102
O=C1CCC2=C3C4CCCCC4C(=O)C4CCCC(OC2C1)C34 (stereo unspecified)	0.6*	97	34	52	-2.3*	49	-78*	16
CC(=O)N1C2=NN=CC=CN2C(=O)C1CC(C)C (stereo unspecified)	/	104	87	101	102	104	104	101
COc1cc(Nc2ccnc3ccc(Br)cc23)cc(OC)c1OC	14	53	23	58	49	38	8.8*	33
O=c1[nH]c2ccccc2c(O)c1-c1ccccc1	103	110	94	109	100	96	99	107
CS(=O)(=O)c1nc2[nH]c(=O)[nH]c2c(=O)[nH]1	96	95	91	106	100	96	103	110
COc1cc2ncnc(Nc3ccc(S(=O)(=O)Nc4cc(C)on4)cc3)c2cc1OCCCN1CCN(c2ccc(F)cc2)CC1	108	109	92	107	125	101	103	103
C=CCn1cc(-c2nc3ccccc3s2)c2cc(-c3ccc4c5c(cccc35)C(=O)OC4=O)ccc21	101	81	93	108	100	105	97	104
Cc1nn(C(=O)c2ccc([N+](=O)[O-])cc2)c2c1nnc1ncccc12	102	102	97	106	115	104	100	101
CCCc1nnn(S(=O)(=O)c2ccc([N+](=O)[O-])cc2)c1CCC	107	98	/	110	97	101	101	96

12 entries out of the list, ordered by number of heavy atoms, smallest number first.
SMILES	M14	EKVX	HOP-62	SK-MEL-28	HOP-92	A549/ATCC	SK-MEL-5	CCRF-CEM
CC(=O)NCC(N)=S	102	/	101	111	92	101	100	103
CS(=O)(=O)c1nc2[nH]c(=O)[nH]c2c(=O)[nH]1	96	95	91	106	100	96	103	110
O=c1[nH]c2ccccc2c(O)c1-c1ccccc1	103	110	94	109	100	96	99	107
Cc1ccccc1C(=O)Oc1cc(Cl)c(Cl)cc1Cl	/	94	93	110	/	83	103	103
CCCc1nnn(S(=O)(=O)c2ccc([N+](=O)[O-])cc2)c1CCC	107	98	/	110	97	101	101	96
c1cc(NCCc2ccncc2)nc(-n2cnc3ccccc32)c1	94	102	91	109	93	79	94	100
Cc1nn(C(=O)c2ccc([N+](=O)[O-])cc2)c2c1nnc1ncccc12	102	102	97	106	115	104	100	101
COc1ccc2c(c1)c(-c1nn3cc(-c4ccncc4)nc3s1)cn2C	107	78	67	114	12	99	86	44
O=C(NCCO)c1ncc(-c2ccc(C(F)(F)F)cc2)c(NC2CCCCCC2)n1	109	/	99	92	103	94	91	102
C=CCn1cc(-c2nc3ccccc3s2)c2cc(-c3ccc4c5c(cccc35)C(=O)OC4=O)ccc21	101	81	93	108	100	105	97	104
CN1CCN(c2ccc(Nc3nc(NCCNS(=O)(=O)c4ccc(Cl)cc4)c4sccc4n3)cc2)CC1	102	92	104	95	49	93	94	76
COc1cc2ncnc(Nc3ccc(S(=O)(=O)Nc4cc(C)on4)cc3)c2cc1OCCCN1CCN(c2ccc(F)cc2)CC1	108	109	92	107	125	101	103	103

More records follow.
SMILES	M14	EKVX	HOP-62	SK-MEL-28	HOP-92	A549/ATCC	SK-MEL-5	CCRF-CEM
CCCSc1nc(Nc2ccc(S(N)(=O)=O)cc2)c(C#N)c(-c2cc(OC)c(OC)c(OC)c2)n1	18	37	33	36	/	18	6.4*	8.0*
S=c1[nH]nc(SCc2ccccc2)c2[nH]cnc12	111	94	107	115	/	109	104	95
CC(C)CN(CC(C)C)C(=O)CCl	103	107	104	118	102	98	102	100
CN(c1ccc(Br)cc1)S(=O)(=O)c1ccc(-c2cnc(C3CC3)o2)cc1	8.2*	43	41	58	87	26	30	18
Cc1cc2c(-c3cn[nH]n3)c(O)c(O)cc2c(O)c1-c1c(C)cc2c(-c3cn[nH]n3)c(O)c(O)cc2c1O	100	96	99	103	114	88	104	116
CC1(C)CC[C@]23CC[C@]4(C)[C@H](CC[C@@H]5[C@@]6(C)C/C(=C/c7cccnc7)C(=O)C(C)(C)[C@@H]6CC[C@]54C)[C@H]2[C@H]1OC3=O	52[100 µM]	75[100 µM]	25[100 µM]	21[100 µM]	25[100 µM]	45[100 µM]	-44*[100 µM]	19[100 µM]
C=C(C)C(N)=O	100&108	94	83&98	110&103	96	70&101	107&97	99
C#CCOc1ccc(CNS(=O)(=O)c2ccc(C)cc2)cc1OC	104	102	105	98	106	100	101	95
C=CCNC(=S)N/N=C/C=C/c1ccccc1	88	101	87	102	80	82	105	82
O=C(O)C1=C(CSc2nnnn2CS(=O)(=O)O)CS[C@@H]2C(NC(=O)[C@H](O)c3ccccc3)C(=O)N12 (stereo partly specified)	100	107	102	118	126	105	99	102
N#C/C(=C\c1ccc(-c2ccc(Cl)cc2)o1)c1nc(-c2ccco2)cs1	99	49	97	97	86	92	91	94
Cc1ccn2ccnc2c1	107	101	96	113	93	99	111	119
Nc1cc2ccncc2c2ccccc12	95	60	80	103	74	89	77	67
CN(C)c1ccc(C(=O)CCCCCCC(=O)c2ccc(N(C)C)cc2)cc1	100	99	104	111	98	89	103	91
O=C(O)CCCCCC1CCCCC1	112	/	106	111	91	98	97	93
Cc1noc(NS(=O)(=O)c2ccc(NC(=S)/N=C/c3c(O)[nH]c(=O)[nH]c3=O)cc2)c1C	94	106	111	116	96	79	103	96
COC(=O)[C@]12CC[C@@H](C)[C@H](C)[C@H]1C1=CC[C@@H]3[C@@]4(C)C/C(=C\c5ccco5)C(=O)C(C)(C)[C@@H]4CC[C@@]3(C)[C@]1(C)CC2	109	107	94	98	98	97	106	104
CC(=O)N1CCOCC1	112	109	110	121	105	107	108	119
CC(C)NS(=O)(=O)c1ccccc1	/	110	94	106	86	106	102	105
COc1ccc(C2=C(C)c3ccc(OC(C)=O)cc3OC2(C)C)cc1	102	105	107	104	104	97	98	89
C=CC(CO)OCC(CC)CC (stereo unspecified)	99	110	96	122	81	118	101	127
NC(=O)Nc1nc(-c2ccccc2)no1	101	74	97	114	98	/	102	111
Cc1c2cnccc2c(C)c2c1oc1ccccc12	82	38	/	110	113	43	60	63
Nc1nc(Nc2cc(Cl)ccc2O)nc(C(Cl)(Cl)Cl)n1	100	108	99	105	97	101	98	83
O=c1[nH]n(-c2ccccc2)c(=O)c2ccccc12	103	98	102	99	105	97	102	104
CCCCn1cnc2c(=O)[nH]c(N)nc21	102	107	92	109	97	94	101	103
COc1cc2ccn(CC(=O)N[C@@H](CC(C)C)B(O)O)c(=O)c2cc1OC	105	/	91	107	105	101	101	97
